hIAP activ = human IAP activators, primary screen, biochemical, luminescence, uHTS. actives 0.16% (n = 330,000). activation factor at 10 µM. purified human IAP, CDP-Star luminescence, 30 min; active compounds read high; 1 = vehicle-only enzyme, 0 = enzyme-free background. Intestinal-type alkaline phosphatase (Homo sapiens), P09923;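 active means activation factor of the enzyme at least 2-fold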; further: the source names both 10 and 20 µM as test concentration; values of inactives mirror those of a sister screen read the other way
Target sequence (P09923 whole entry, looked up): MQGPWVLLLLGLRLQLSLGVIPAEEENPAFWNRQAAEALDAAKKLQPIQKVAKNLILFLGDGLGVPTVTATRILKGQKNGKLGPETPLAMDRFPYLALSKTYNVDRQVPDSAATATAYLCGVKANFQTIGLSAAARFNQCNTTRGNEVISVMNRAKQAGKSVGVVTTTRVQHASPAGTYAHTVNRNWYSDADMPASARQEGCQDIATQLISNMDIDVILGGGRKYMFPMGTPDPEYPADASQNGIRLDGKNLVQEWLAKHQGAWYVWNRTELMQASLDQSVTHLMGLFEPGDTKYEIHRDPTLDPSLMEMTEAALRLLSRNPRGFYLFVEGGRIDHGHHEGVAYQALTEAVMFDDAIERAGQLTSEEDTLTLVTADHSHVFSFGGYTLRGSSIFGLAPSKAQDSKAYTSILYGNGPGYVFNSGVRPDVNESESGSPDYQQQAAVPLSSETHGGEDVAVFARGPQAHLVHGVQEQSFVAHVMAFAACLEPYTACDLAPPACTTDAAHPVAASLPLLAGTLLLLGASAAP
MPTP block = mitochondrial permeability transition pore inhibitors, primary screen, biochemical, isolated mouse mitochondria, absorbance; inhibition, % at 10 µM; actives 1.4% (n = 360,000); AID 602449, 2012; Ca2+ swelling absorbance, 30 min;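 active means inhibition of 50% or more, scaled per plate between neutral and stimulator controls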;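 further: 0% = DMSO wells given calcium and 100% = 1 mM EGTA wells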
hIAP block = human IAP inhibitors, primary screen, biochemical, luminescence, uHTS | Intestinal-type alkaline phosphatase (Homo sapiens), P09923 | purified IAP, CDP-Star luminescence, 30 min | inhibition, % at 10 µM | actives 0.12% (n = 330,000) | AID 2544, 2010;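 active means inhibition reaching a set limit with compound at 10 µM in the primary screen, cut at about 35% in these data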;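 further: plate controls were DMSO wells with enzyme for no effect and no-enzyme buffer wells for full effect; values of inactives mirror those of a sister screen read the other way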
A3G deaminase = APOBEC3G DNA deaminase inhibitors, primary screen, biochemical, fluorescence, single-stranded DNA substrate, uHTS; DNA dC->dU-editing enzyme APOBEC-3G (Homo sapiens), Q9HC16; recombinant A3G, ssDNA deamination FAM/TAMRA fluorescence; inhibition, % at 20 µM; actives 0.28% (n = 330,000); AID 493012, 2011;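 active means inhibition of at least 40% at 20 µM, with no more than 30% in the related APOBEC3A deaminase screen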;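 further: plate controls were DMSO wells with A3G for no effect and wells lacking A3G enzyme for full effect; some compounds called inactive have numbers as strong as hits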
Target sequence (Q9HC16 whole entry, looked up): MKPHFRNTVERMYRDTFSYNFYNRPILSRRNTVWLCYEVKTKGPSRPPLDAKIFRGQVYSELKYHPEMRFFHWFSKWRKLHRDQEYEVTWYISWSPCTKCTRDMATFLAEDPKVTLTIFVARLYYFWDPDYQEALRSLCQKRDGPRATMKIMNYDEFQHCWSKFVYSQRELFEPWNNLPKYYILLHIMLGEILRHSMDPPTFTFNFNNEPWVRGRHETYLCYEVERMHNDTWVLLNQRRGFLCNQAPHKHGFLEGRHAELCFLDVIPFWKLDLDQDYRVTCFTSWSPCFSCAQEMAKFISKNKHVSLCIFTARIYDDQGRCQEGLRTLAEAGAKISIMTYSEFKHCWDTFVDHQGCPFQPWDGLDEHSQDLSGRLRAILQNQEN
A3A deaminase = APOBEC3A ssDNA deaminase inhibitors, primary screen, selectivity assay for APOBEC3G inhibitor project, biochemical, FAM/TAMRA oligo cleavage fluorescence. DNA dC->dU-editing enzyme APOBEC-3A (Homo sapiens), P31941. recombinant A3A, FAM/TAMRA ssDNA deamination fluorescence. inhibition, % at 20 µM. actives 0.41% (n = 330,000);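 active means at least 40% inhibition at 20 µM here, with at most 30% in a related deaminase screen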;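 further: plate controls were A3A with DMSO for no effect and wells lacking A3A enzyme for full effect; some results filed as inactive read as strong as hits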
mIAP act = activators of mouse IAP, primary screen, biochemical, luminescence, uHTS. intestinal alkaline phosphatase [Mus musculus]. muIAP, CDP-Star luminescence, 30 min; active compounds read high; 1 = vehicle-only enzyme signal, 0 = enzyme-free wells. activation factor at 10 µM. actives 0.24% (n = 330,000). AID 2805, 2010;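 active means activation factor of at least 2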; further: the source names both 10 and 20 µM as test concentration; values of inactives mirror those of a sister screen read the other way
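Assay system: mouse IAP enzyme / Compound: DMSO-dissolved test compounds / Timing: 30 min, room temperature / Measured by: luminescence from enzymatic CDP-Star hydrolysis / Control set: DMSO-only wells, enzyme-free buffer wells as negative control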
beta cell repl = inducers of MIN6 beta-cell proliferation, primary screen, ATP luminescence, uHTS. MIN6 cells proliferation, ATPlite luminescence, 48 h; cells starved in 0.2% serum; 100% = growth in 10% serum. proliferation, % at 10 µM. actives 0.29% (n = 330,000). AID 2380, 2010;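 active means compounds whose signal lies at least 3.5 SD above the mean of all wells on their plate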;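 further: 0% = DMSO-treated cells in low-serum medium and 100% = 10% serum control; some compounds called inactive have numbers as strong as hits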
NR3A LBD binder = binders of NR3A ligand-binding domain, primary screen, biophysical, differential scanning fluorimetry, uHTS | Glutamate receptor ionotropic, NMDA 3A (GRIN3A) ligand-binding domain | NR3A LBD differential scanning fluorimetry, Tm shift; 0% = protein alone, 100% = glycine-bound protein | Tm shift relative to glycine control, % at 25 µM | actives 2.5% (n = 340,000) | AID 1259313, 2017;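 active means melting temperature shift of at least 10% of the positive control shift, at one fixed dose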
mIAP block = inhibitors of mouse IAP, primary screen, biochemical, luminescence, uHTS. intestinal alkaline phosphatase [Mus musculus]. actives 0.2% (n = 330,000). purified mouse IAP, CDP-Star luminescence, 30 min. inhibition, % at 10 µM;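 active means inhibition of at least 40% at 10 µM in the primary screen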;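 further: plate controls were DMSO with enzyme for no effect and no enzyme wells for full effect; values of inactives mirror those of a sister screen read the other way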
An asterisk follows results filed as active; nt = not tested or not shown.

SMILES	hIAP activ	MPTP block	hIAP block	A3G deaminase	A3A deaminase	mIAP act	beta cell repl	NR3A LBD binder	mIAP block
CCN(CC(=O)NCc1ccc(F)cc1)Cc1cc(=O)n2ccsc2n1	1.06	-3.4	-5.9	-9.2	2.9	1.02	3.2	-0.4	-1.9
Cc1cc(Cl)ccc1OCC(=O)Nc1cccc(S(=O)(=O)NC2=NCCCCC2)c1	1.02	0.0	-2.1	-8.0	-3.3	1.17	-3.1	-7.5	-16.6
Nn1c(COc2ccccc2)nc2ccccc2c1=O	0.992	2.9	0.8	-6.3	-2.7	0.906	2.4	0.9	9.4
COc1cc(/C=N/NC(=O)c2[nH]nc3c2CCc2ccccc2-3)ccc1O	1.21	3.3	-20.9	-2.0	0.1	0.901	-2.4	29.4*	9.9
COc1ccccc1/C=C/C=N/NC(=O)c1ccc2nc[nH]c2c1	1.68	nt	-67.9	-2.8	3.6	0.838	1.9	nt	16.2
CCCn1nnc(NC(=O)Cc2ccc(Cl)cc2)n1	1.15	-0.4	-15.4	5.1	4.3	1.08	-1.9	1.3	-7.6
O=C(CSc1cccc[n+]1[O-])Nc1cc([N+](=O)[O-])ccc1Cl	1.05	-1.3	-5.4	-9.8	-2.1	1.24	-3.9	0.7	-24.1
Cc1ccc(-c2cnc3c(Cl)c(C)nn3c2)cc1	1.13	-0.9	-13.2	-0.9	-0.2	1.09	-3.7	-0.3	-8.6
COc1ccc(Cl)cc1NC(=O)COC(=O)c1cc(C)oc1C	1.05	-1.9	-5.4	-6.5	-2.5	0.986	2.6	-4.3	1.4
COc1ccc(N(Cc2cc(=O)[nH]c3ccccc23)C(=O)c2ccco2)cc1	1	2.5	-0.4	-4.7	-4.6	0.964	-0.5	-1.2	3.6
CCOC(=O)N/N=C\C=C\c1ccco1	0.889	-0.6	11.1	9.8	9.5	0.943	-3.1	-3.7	5.7
COc1ccc(-n2nnnc2SCC(=O)Nc2ccccc2F)cc1	0.962	-0.2	3.8	-3.5	-0.8	0.969	-0.8	1.9	3.1

Reprinted from the part before: 2 entries, followed by the next part.
SMILES	hIAP activ	MPTP block	hIAP block	A3G deaminase	A3A deaminase	mIAP act	beta cell repl	NR3A LBD binder	mIAP block
CCOC(=O)N/N=C\C=C\c1ccco1	0.889	-0.6	11.1	9.8	9.5	0.943	-3.1	-3.7	5.7
COc1ccc(-n2nnnc2SCC(=O)Nc2ccccc2F)cc1	0.962	-0.2	3.8	-3.5	-0.8	0.969	-0.8	1.9	3.1
COc1cc2c(cc1OC)C(c1ccco1)CC(=O)N2 (stereo unspecified)	1	0.8	-0.3	2.5	2.7	1.06	-2.2	-2.3	-6.2
CCc1c(C)sc(NC(=S)N2CC(C)OC(C)C2)c1C(=O)OC (stereo unspecified)	1.01	2.1	-0.8	-5.5	-0.7	0.845	-5.6	13.4*	15.5
CCOc1ccc2cc(C3CC(c4ccco4)=NN3S(C)(=O)=O)c(Cl)nc2c1 (stereo unspecified)	0.97	2.6	3.0	-1.7	-0.4	0.974	-0.4	-1.3	2.6
O=C(NCc1ccccc1Cl)C1CCC(CNc2c(N3CCOCC3)c(=O)c2=O)CC1 (stereo unspecified)	1.05	-0.7	-5.5	-4.1	0.9	1.07	-0.9	-0.9	-6.9
CCNC(=O)CC1C(=O)N(c2ccc(C)cc2)C(=O)N1Cc1ccccn1 (stereo unspecified)	0.934	0.2	6.6	2.1	1.2	0.995	3.4	0.7	0.5
Cc1ccc(CCNC(=O)C2CCCN(C(=O)c3cc4sccc4n3C)C2)cc1 (stereo unspecified)	1.8	1.7	-79.7	-2.5	0.2	0.956	-1.6	-2.4	4.4
CN(C)S(=O)(=O)c1ccc(N2CCCC2)c(C(=O)NC2(C)CCS(=O)(=O)C2)c1 (stereo unspecified)	0.916	-0.1	8.4	-6.8	-3.5	0.908	11.7	-0.4	9.2
Cn1c(=O)c2c(SCC(=O)Nc3ccccc3F)nc(-c3ccccc3F)nc2n(C)c1=O	1.06	0.6	-5.7	-8.4	-2.5	0.964	-1.1	4.0	3.6
Cc1occc1C(=O)NCc1ccc2c(c1)OCO2	1.07	0.6	-6.6	3.0	7.3	1.07	1.8	-0.4	-7.3
Cc1ccc(N2C(=O)CC(Sc3nccc(C)n3)C2=O)cc1 (stereo unspecified)	0.855	-1.1	14.5	-6.8	-6.0	0.993	-3.6	0.0	0.7
Cc1ccc(CC2SC(=Nc3ccccc3)N(c3ccccc3)C2=O)cc1 (stereo unspecified)	0.907	1.7	9.3	-4.7	-0.5	0.975	0.0	-1.9	2.5
Cc1c(NC(=O)Cn2ccc([N+](=O)[O-])n2)c(=O)n(-c2ccccc2)n1C	1.03	0.3	-3.1	-3.7	-3.4	1.11	-2.9	-14.3	-11.4
CC(C)(C)C(=O)N1CCN(c2nc3ccc(Br)cc3s2)CC1	1.23	-2.2	-22.6	-0.6	2.0	0.946	-4.0	0.2	5.4
CC(/C=N/n1c(-c2ccc(C)cc2)n[nH]c1=S)=C\c1ccco1	1.08	1.6	-8.4	16.6	-1.5	0.952	-4.1	-5.7	4.8
CCOC(=O)N1CCc2c(sc(NC(=O)C3=COCCO3)c2C(N)=O)C1	1.17	0.1	-17.3	-6.7	-1.5	0.982	-0.7	4.9	1.8
COc1ccc(C(=O)OCC(=O)NC(C)CCc2ccccc2)cc1OC (stereo unspecified)	1.08	1.1	-8.1	-9.5	-0.1	1.04	2.7	-0.5	-3.7
O=C(COc1ccccc1F)Nc1nnc(-c2ccncc2)s1	0.923	1.3	7.7	-2.7	-0.5	0.903	0.9	0.1	9.7
CC1=NN(S(=O)(=O)c2ccc(C)cc2)C(=O)c2ccccc2O1	0.912	1.9	8.8	-4.7	0.0	0.974	-2.8	-0.9	2.6
Cc1ccc2c(c1)N(CCCC(=O)Nc1cccc(C(F)(F)F)c1)C(=O)CO2	0.891	1.4	10.9	3.6	1.3	1.03	-1.5	-3.5	-3.1
CCOc1ncccc1C(=O)OCC(=O)c1c[nH]c2ccccc12	0.804	0.2	19.6	-8.3	-5.8	0.914	-2.3	-1.2	8.6
CCOc1ccc(NC(=O)Nc2ccccc2C(N)=O)cc1	0.93	-1.5	7.0	-6.8	-2.9	0.981	-0.1	6.9	1.9
O=C(COC(=O)CNC(=O)c1ccccc1)NC1CCCC1	1.03	-0.7	-2.6	-0.7	-0.4	0.937	-3.3	-2.3	6.3
CC(=O)c1c(OC(=O)c2ccccc2Br)ccc2c(C)cc(=O)oc12	1.06	-1.0	-5.9	-6.4	-5.9	1.14	-0.6	13.1*	-14.4
COc1cccc(-c2nc(N3CCN(C)CC3)c3ccccc3n2)c1O	0.935	1.2	6.5	0.2	3.8	0.936	-5.6	-0.8	6.4
Cc1ccc(C2(C)NC(=O)N(CC(=O)NC(C)c3ccccc3)C2=O)cc1 (stereo unspecified)	0.966	-0.8	3.4	-9.5	3.4	0.945	0.8	1.3	5.5
C[C@@H](O)Cc1cn(CC(=O)NCCCCCCCCCCC(=O)N2CCNCC2)nn1	1.08	-1.1	-8.1	-1.9	-1.6	1	-0.3	1.7	-0.5
COC(=O)C1=C(N)Oc2cc(C)n(Cc3cccnc3)c(=O)c2C1c1ccccc1OC (stereo unspecified)	1.25	-1.6	-24.7	-4.9	-6.8	1.01	-5.5	-0.8	-0.8
COc1ccc(NS(=O)(=O)c2cccc(C(=O)NCC(c3ccc(OC)cc3)N3CCCC3)c2)cc1 (stereo unspecified)	1	-0.2	-0.1	2.3	0.0	1.02	-3.2	0.3	-2.4
O=C(c1ccccc1F)N1CCN(S(=O)(=O)c2ccc3ccccc3c2)CC1	1.32	0.1	-31.6	-5.6	-5.5	0.967	-1.5	2.1	3.3
O=C(NCC1CCCO1)C1c2ccccc2C(=O)N1Cc1ccc2c(c1)OCO2 (stereo unspecified)	0.89	-0.3	11.0	-5.4	-5.4	0.982	1.4	0.9	1.8
O=C(O)CNC(=S)N(Cc1ccco1)Cc1ccccc1Cl	1.07	0.5	-6.7	-1.0	0.9	0.978	0.0	-1.7	2.2
c1ccc(CCNC2=NCCS2)cc1	0.812	1.1	18.8	-6.8	-5.3	0.979	-1.2	-0.8	2.1
COc1ccc(NC(=O)C(=O)NCCN2CCN(C(=O)c3cccc(Br)c3)CC2)cc1	1.13	-0.7	-12.6	-3.0	-0.6	1	0.0	-2.2	0.0
O=C(NNC(=O)C1CCCCC1)c1ccco1	1.16	0.5	-15.8	-7.8	-2.4	0.918	-2.9	-0.1	8.2
O=C(COC(=O)c1cc2ccccc2oc1=O)Nc1cccc(S(=O)(=O)N2CCCCCC2)c1	1.07	-0.5	-7.4	-2.2	3.8	0.986	0.0	-5.0	1.4
CCOC(=O)c1sc(NC(=O)COC(=O)CNC(=O)C2CCCCC2)c(C(=O)OCC)c1C	1.01	4.1	-1.1	0.1	-0.8	0.876	1.5	-8.8	12.4
OC(COCc1ccccc1)CN1CCCCC1 (stereo unspecified)	1.32	-0.8	-31.9	-5.5	1.8	1.02	-4.2	0.7	-1.8
Cc1cc([N+](=O)[O-])nn1CC(=O)N1CCN(Cc2ccccc2)CC1	1.04	-1.4	-3.7	-2.5	-0.3	1.1	4.5	-0.8	-10.1
OCCN(Cc1ccccc1)Cc1ccc(Cl)cc1	0.965	-0.4	3.5	-2.9	0.5	0.956	-1.9	-1.1	4.4
COCc1cccc(N2C(=O)CC(C3C=C(C)C4C(=O)N(c5cccc(COC)c5)C(=O)C4C3)C2=O)c1 (stereo unspecified)	1.09	1.0	-9.2	-1.8	3.2	0.968	-0.8	-3.2	3.2
CCOc1cc2c(cc1OC)C(NC(=O)c1ccco1)CC2=O (stereo unspecified)	1.18	-0.8	-17.7	-9.5	-4.2	1.05	0.2	-1.0	-4.8
CCN(CC(=O)Nc1ccccc1C(F)(F)F)C(=O)CSCc1ccc(C)cc1	1.12	-1.0	-12.3	-4.8	2.2	0.965	0.7	2.5	3.5
Cc1ccc(S(=O)(=O)NC(N)=NCCc2ccccc2)cc1C	1.05	0.2	-4.6	-10.7	-5.9	1.17	0.0	1.4	-17.2
CCn1cc(C(=O)N2CCN(c3ccc(OC)cc3)CC2)c2cc(OC)c(OC)cc2c1=O	1.1	0.4	-10.2	-8.1	1.1	1.05	3.1	1.3	-5.0
Cc1ccc(C)c(NC(=O)CN2C(=O)COc3ccc(S(=O)(=O)N4CCCC4)cc32)c1	0.991	-1.6	0.9	-8.5	-6.5	0.963	3.5	10.5*	3.7
CC(CN1CCCCC1)OC(=O)c1cccc(F)c1 (stereo unspecified)	1.06	-0.5	-5.6	-2.6	-1.7	0.987	-3.9	1.5	1.3
